Assay outcomes as filed in PubChem BioAssay.
ROC1-CUL1 inh – human ROC1-CUL1 E3 ligase inhibition; P62877+Q13616; in vitro K48 di-Ub FRET, acceptor:donor ratio, 45 min; inhibition, % at 10 µM; 140,000 tested, 0.6% active; in the data active = inhibition above about 25%
Target sequence (P62877 whole entry, looked up): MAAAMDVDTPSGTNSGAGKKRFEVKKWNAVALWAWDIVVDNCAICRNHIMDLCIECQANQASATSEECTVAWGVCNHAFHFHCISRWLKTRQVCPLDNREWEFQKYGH
Target sequence (Q13616 whole entry, looked up): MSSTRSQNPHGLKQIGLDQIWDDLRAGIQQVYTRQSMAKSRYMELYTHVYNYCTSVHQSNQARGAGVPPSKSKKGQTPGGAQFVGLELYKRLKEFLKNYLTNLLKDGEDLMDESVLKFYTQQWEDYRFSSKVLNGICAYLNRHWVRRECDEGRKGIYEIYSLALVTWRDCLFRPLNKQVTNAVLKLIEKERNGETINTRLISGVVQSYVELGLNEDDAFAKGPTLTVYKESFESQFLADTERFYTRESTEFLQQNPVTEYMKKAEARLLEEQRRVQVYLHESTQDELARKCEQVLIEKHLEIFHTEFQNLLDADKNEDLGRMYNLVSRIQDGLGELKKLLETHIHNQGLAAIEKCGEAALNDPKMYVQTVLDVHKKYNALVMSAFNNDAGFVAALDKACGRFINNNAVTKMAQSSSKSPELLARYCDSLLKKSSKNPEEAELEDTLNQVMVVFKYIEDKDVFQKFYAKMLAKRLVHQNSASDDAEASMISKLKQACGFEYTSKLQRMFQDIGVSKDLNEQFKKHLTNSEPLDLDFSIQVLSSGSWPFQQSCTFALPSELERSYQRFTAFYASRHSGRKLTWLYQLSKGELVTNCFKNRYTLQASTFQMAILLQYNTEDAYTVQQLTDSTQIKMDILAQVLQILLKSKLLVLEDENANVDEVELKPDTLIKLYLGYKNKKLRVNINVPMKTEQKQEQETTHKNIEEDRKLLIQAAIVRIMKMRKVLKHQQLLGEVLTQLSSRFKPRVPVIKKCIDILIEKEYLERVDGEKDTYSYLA
An asterisk follows results filed as active.

ROC1-CUL1 inh,molecule
4,CCCOC1CCCN(C(=O)CCc2nnc(-c3ccc4c(c3)OCO4)o2)C1 (stereo not given)
-8,CCOC(=O)c1c(NC(=O)COc2cccc(Br)c2)sc2c1CCCC2
0,Cc1cc(C)c(CC(=O)c2c(C)cc(C)cc2C)c(C)c1
9,CCc1ccc(S(=O)(=O)c2nnn3c2nc(NCCNC(C)=O)c2cc(Cl)ccc23)cc1
-1,Cc1ccc(-c2cc(C(=O)N/N=C/c3sccc3C)[nH]n2)cc1
1,CC(OC(=O)c1cccs1)C(=O)c1ccccc1 (stereo not given)
-5,CCc1nnc2n1N=C(c1ccccc1)CS2
-2,Oc1ccc(-c2n[nH]c(=S)n2-c2ccc(Br)cc2)cc1
0,Cc1ccc(OC(C)C(=O)NC2CC2)cc1C (stereo not given)
-3,O=C1NC(=O)/C(=C\c2cc3c(cc2Cl)OCO3)S1
96*,CCOc1cc(/C=C2\SC(=Nc3ccc(Cl)cc3)NC2=O)cc(Cl)c1OCC(=O)O
-8,Cc1ccccc1-n1c(SC(C)C)nc2sc3c(c2c1=O)CCC(C(C)(C)C)C3 (stereo not given)
4,COc1cc(C2c3c(n[nH]c3-c3ccc(F)cc3)OC(=N)C2C#N)ccc1OCc1ccccc1 (stereo not given)
4,COC(=O)C1C(C)=Nc2nc3cc(C)c(C)cc3n2C1c1ccccc1 (stereo not given)
6,CCc1cc(C(=O)N2CCN(c3cccc(C)c3C)CC2)cs1
5,Cc1noc(C)c1C(=O)Nc1sc2c(c1C(N)=O)CCC(C)C2 (stereo not given)
0,O=C(/C=C\c1ccc2c(c1)OCO2)NC1CC(=O)N(c2ccc(F)cc2)C1 (stereo not given)
3,CCOC(=O)C(C)Oc1ccc2c(=O)c(Oc3ccc(-c4ccccc4)cc3)coc2c1 (stereo not given)
-4,O=C(CSc1nnc(-c2ccc(O)cc2)o1)N1CCOCC1
5,O=c1c2c3c(sc2n2cnnc2n1-c1ccccc1)CCC3
-5,CCOc1ccccc1C1c2c(n[nH]c2-c2ccc(C)cc2)OC(=N)C1C#N (stereo not given)
2,C=CC[C@@H]1CC=C[C@@H](c2ccccc2)N1C(=O)CCC1(Cc2ccc(SC)cc2)CCC(=O)N1 (stereo not given in full)
-1,O=C(CSc1ncnc2sc3c(c12)CCC3)Nc1ccc(-c2ccccc2)cc1
-1,Cc1cc2oc(C(=O)Nc3ccc(S(N)(=O)=O)cc3)c(C)c2cc1Cl
2,COc1ccc(S(=O)(=O)NCCc2csc3nc(-c4ccccc4)nn23)cc1OC

New compounds follow
ROC1-CUL1 inh,molecule
2,O=C(Cn1c(=O)n(CCc2ccccc2)c(=O)c2c3c(sc21)CCCC3)Nc1ccc(F)c(F)c1
-1,CC(=O)N1CN(C2CCCCC2)Cc2c1sc1c2CCCC1
-9,CCOc1ccc(NC(=O)Cc2coc3ccc(C)cc23)cc1
-5,Cc1oc2ccc(O)c(CN3CCCCC3)c2c1C(=O)Nc1cccc(C(F)(F)F)c1
0,CS(=O)(=O)c1ccc(-c2cccc(-c3ccn(Cc4ccccn4)n3)c2)cc1
4,O=C(CCn1ccc2cc(S(=O)(=O)N3CCCC3)ccc21)NCc1ccccc1Cl
-4,Cc1cc(Cl)nc(Cl)c1C(=O)NC(=O)Nc1ccc(F)cc1
-15,Cc1ccc(-c2cc(C(=O)N3CCN(C/C=C/c4ccccc4)CC3)c3ccccc3n2)o1
-5,CC1(C)CC(=O)C2=C(C1)OC1=C(C(=O)CC(C)(C)C1)C2c1cccc(OCC(=O)N2CCOCC2)c1
1,O=C1CC(N2CCN(C(c3ccccc3)c3ccccc3)CC2)C(=O)N1c1ccccc1Cl (stereo not given)
-3,Cc1noc(NS(=O)(=O)c2ccc(NC(=O)COc3ccc(Br)cc3)cc2)c1C
2,CC1(C)CC(=O)C2=C(C1)OC(=N)C(C#N)C2c1cc(Cl)c(OCc2ccc(F)cc2)c(Cl)c1 (stereo not given)
-3,c1ccc2sc(-n3cncn3)nc2c1
-11,Cc1cccc(-c2nc(CCNC(=O)COc3ccccc3)cs2)c1
8,C#CCN(Cc1ccco1)Cc1cnc(S(C)(=O)=O)n1CC1CCCO1 (stereo not given)
-3,Cc1cccc(/C=C/c2onc(C)c2S(=O)(=O)N2CCC(C(=O)N3CCC(C)CC3)CC2)c1
2,Cc1ccc2oc(-c3ccc(Cl)c(NC(=O)Cc4ccccc4)c3)nc2c1
4,CN(Cc1ccccc1)C(=O)c1cccc(NS(C)(=O)=O)c1
-7,CCc1cccc(NC(=O)C2CCCN(S(=O)(=O)c3cccs3)C2)c1 (stereo not given)
-2,Cc1cc(C(=O)NC2CC(=O)N(Cc3ccc(F)cc3)C2)nn1C (stereo not given)
3,c1ccc(Cc2nn3c(Cn4nnc5ccccc54)nnc3s2)cc1
-4,Nc1ccc(S(=O)(=O)Nc2cccnn2)cc1
5,COc1ccc(C2c3[nH]c4ccccc4c3CCN2Cc2ncc[nH]2)c(C)c1C (stereo not given)
5,CC(=O)C(C(C)=O)C1c2ccccc2CCc2ccccc21
1,CC(C)N(Cc1nccn1C)C(=O)c1cc(COc2ccccc2F)[nH]n1

As entered above.
CCOc1cc(/C=C2\SC(=Nc3ccc(Cl)cc3)NC2=O)cc(Cl)c1OCC(=O)O | ROC1-CUL1 inh = 96*
Cc1ccccc1-n1c(SC(C)C)nc2sc3c(c2c1=O)CCC(C(C)(C)C)C3 (stereo not given) | ROC1-CUL1 inh = -8
C#CCN(Cc1ccco1)Cc1cnc(S(C)(=O)=O)n1CC1CCCO1 (stereo not given) | ROC1-CUL1 inh = 8
CCOc1ccc(NC(=O)Cc2coc3ccc(C)cc23)cc1 | ROC1-CUL1 inh = -9
COc1cc(C2c3c(n[nH]c3-c3ccc(F)cc3)OC(=N)C2C#N)ccc1OCc1ccccc1 (stereo not given) | ROC1-CUL1 inh = 4
Cc1noc(C)c1C(=O)Nc1sc2c(c1C(N)=O)CCC(C)C2 (stereo not given) | ROC1-CUL1 inh = 5

Further entries follow.
ROC1-CUL1 inh,molecule
5,COc1ccc(NC(=O)CC2SC(=Nc3ccccc3)N(CC(OC)OC)C2=O)c(OC)c1 (stereo not given)
-4,O=C1C(=NCC2CCCO2)C(Cl)C(=O)N1c1ccccc1 (stereo not given)
8,CCc1ccc(C(C)NC(=O)/C(C#N)=C/c2cc3c(cc2Cl)OCO3)cc1 (stereo not given)
4,O=C(Nc1ccc(Br)cc1F)N1CCC(CN2CCc3ccccc3C2)CC1
5,CC(C)N(Cc1ccccc1)C(=O)Cn1ncc2c([nH]c3ccccc32)c1=O
-5,CCC(CC)=C(C#N)C(=O)Nc1cccc(C(F)(F)F)c1
-3,CCS(=O)(=O)N1CC(=O)N(c2ccc(C)c(C)c2)C(C)(C(=O)NC2CCCCC2)C1 (stereo not given)
5,CCOC(=O)C1(CCOC)CCCN(Cc2cccnc2)C1 (stereo not given)
-1,CC(C)c1cc(C(=O)N2CCN(Cc3ccco3)CC2)cs1
7,Cc1cc(=O)oc2cc(O)c(OCC(=O)O)cc12
-5,CCN1CCN(C2Cc3ccccc3Sc3ccc(Cl)cc32)CC1 (stereo not given)
-2,COc1ccc(N2CCN(CC(O)COC3CCCCC3)CC2)cc1 (stereo not given)
-2,Cn1c(C(=O)N2CCC(C(=O)NCCc3ccccc3)CC2)cc2sccc21
3,COc1ccc(Br)cc1C(=O)Nc1ccc2oc(-c3cccnc3)nc2c1
-1,Cc1ccccc1Cn1c(=O)c2c(nc3[nH]c(C)c(C)n32)n(C)c1=O
-12,O=C1C=C(c2ccccc2)N(c2ccccc2)C(=O)C1S(=O)c1ccc(Cl)cc1 (stereo not given)
3,Cc1ccc(OC(=O)COc2cc(Cl)c(Cl)cc2Cl)cc1
-4,Cc1c(CC(=O)NCCc2ccc(Cl)cc2)c(=O)oc2c(C)c3occ(C(C)(C)C)c3cc12
-9,COc1cc(OC)c(C(=O)NC(C)c2ccccc2)cc1OC (stereo not given)
-5,COc1ccccc1-c1nnc(-c2ccc(C)cc2)o1
1,COc1ccc(CCNC(=O)CC(=O)N/N=C/c2ccc(Cl)cc2Cl)cc1OC
-1,CN1C(=O)C(=O)N(c2ccccc2Br)C1=O
-7,COc1cc(C(=O)Nc2cc(C)on2)cc(OC)c1OC
-3,Cc1oc(-c2ccc(C(=O)Nc3ccc(F)cc3F)cc2)nc1COc1ccccc1
2,CNc1ncc(-c2nc(-c3c(C)ncc4c3CCN(CC3CC3)C4)no2)cn1

Reprinted from the part before: 3 compounds, followed by the next part.
ROC1-CUL1 inh,molecule
-7,COc1cc(C(=O)Nc2cc(C)on2)cc(OC)c1OC
-3,Cc1oc(-c2ccc(C(=O)Nc3ccc(F)cc3F)cc2)nc1COc1ccccc1
2,CNc1ncc(-c2nc(-c3c(C)ncc4c3CCN(CC3CC3)C4)no2)cn1
7,COC(=O)C(NNc1ccccc1C)(NC(=O)c1ccccc1F)C(F)(F)F (stereo not given)
-1,O=c1[nH]c(=O)n(Cc2ccccc2)c2nccc(-c3ccc(F)cc3)c12
-2,CC(=O)Nc1ccc(S(=O)(=O)NCC2CC3CCC2C3)cc1 (stereo not given)
-9,O=S(=O)(NC1CCCCCC1)c1ccc(F)cc1
12,Cc1ccsc1CN(C(=O)COc1cccc(C)c1C)C1CCS(=O)(=O)C1 (stereo not given)
-1,C=CCn1c(SCc2c(C)noc2C)nc2scc(-c3ccc(F)cc3)c2c1=O
5,Cc1ncc2c(c1-c1noc(CCc3cn4ccccc4n3)n1)CCNC2
-2,CCN(CC)CCNC(=O)c1ccc2c(=O)n3nc(Nc4cccc(Cl)c4C)sc3nc2c1
94*,Cc1ccc(-c2nn3c(N)c(C#N)nnc3c2Cl)cc1
3,O=C(CCN1CCC(c2ccccc2)C1)c1ccccc1 (stereo not given)
7,COc1ccc(N2C(=O)CCSC23C(=O)N(Cc2ccc(F)cc2)c2ccccc23)cc1 (stereo not given)
0,Cn1cc(CCC(=O)N2CCOC(Cc3ccccc3Cl)C2)cn1 (stereo not given)
-8,CCCCCCCOc1ccc(/C=N/NC(=S)NCc2ccc(OCCCC)cc2)cc1
-1,CCc1ccccc1NC(=O)c1cc([N+](=O)[O-])ccc1Cl
1,Cc1ccccc1Sc1ncccc1[N+](=O)[O-]
2,CN(CC1CCCN(CCc2cccc(C(F)(F)F)c2)C1)C(=O)CCn1cnnn1 (stereo not given)
2,COc1ccc(OC)c(CNC(=O)c2c(C)oc3ncn(CC(C)C)c(=O)c23)c1
9,O=C(Nc1ccccc1C(=O)N1CCCCC1CCO)c1ccc(Cl)cc1Cl (stereo not given)
-4,Cc1ccccc1NC(=O)c1cncc(Br)c1
3,COc1cc2ccccc2cc1C(=O)Nc1ccc2oc(-c3cccc(Cl)c3Cl)nc2c1
3,Cc1cccc(NC(=O)CSc2nnc(-c3ccccc3Cl)o2)c1
1,CCn1c(=O)c2c(nc3n2CCN3c2ccc(C)c(Cl)c2)n(C)c1=O
5,COc1cccc(-n2nc3c(=S)[nH]nc(C)c3c2C)c1
0,CCN1CCN(S(=O)(=O)Cc2c(F)cccc2Cl)CC1
7,Fc1ccccc1CNc1cc(Cl)cc(Cl)c1

Continued:
ROC1-CUL1 inh,molecule
-6,CC(=O)N1c2ccc(S(=O)(=O)Nc3ccc(C)c(Cl)c3)cc2CC1C (stereo not given)
-2,Cc1cccc(C)c1N1C(=O)c2ccccc2NC12C(=O)N(CCN1C(=O)c3ccccc3C1=O)c1ccccc12 (stereo not given)
-4,Cc1noc(C)c1C(=O)NCCc1ccc(F)cc1
-17,Clc1nc2ccccc2c2[nH]c3ccccc3c12
-2,Cc1c(CNC2CCCCC2)c(C(=O)O)c(C)n1Cc1ccc(Cl)cc1
-3,CCCC(=O)NC(=S)Nc1ccc(C)c(Cl)c1
-2,CSc1ccccc1C(=O)N1CCC(C(Cc2ccccc2)N(C)C(=O)c2ccsc2)CC1 (stereo not given)
-10,COc1ccc(C(=O)Nc2ccccc2C(=O)Nc2ccccc2Cl)c(OC)c1OC
0,Cn1nccc1CNC(=O)c1c(Cl)cnn1C
-4,O=C1NC(c2ccccc2)C(C(=O)c2cccnc2)C(O)(C(F)(F)F)N1 (stereo not given)
-13,COc1ccc(Br)c(C(=O)Nc2cc3c(cc2N2CCOCC2)n(C)c(=O)n3C)c1
-2,CCCn1c(C)c(CC(=O)NC(C)c2ncn[nH]2)c2c1CC(C)(C)CC2=O (stereo not given)
-2,CC1=C(C(=O)N2CCC(C3CCN(Cc4cccnc4)CC3)C2)OCCO1 (stereo not given)
-6,Oc1ccc(-c2cn3cc(C(F)(F)F)ccc3n2)cc1
-7,COc1ccc(NC(=O)CN(c2ccc(C)cc2)S(=O)(=O)c2cccc3nonc23)cc1OC
9,COC(=O)c1c(S(N)=O)c2ccccc2n1C (stereo not given)
13,Nc1c(C(=O)c2ccc(Cl)cc2)sc2nc3c(cc12)CCCC3
9,CC1=NC(=O)C(NC(=O)c2ccccc2)(C(F)(F)F)C1C#N (stereo not given)
4,Cc1cc(NC(=O)c2ccco2)ccc1Br
-1,O=C(CSc1nc2sc3c(c2c(=O)n1-c1ccccc1)CCC3)NCC1CCCO1 (stereo not given)
1,Cc1ccc(-c2cc(-c3ccccc3)c3c(N)c(C(=O)Nc4ccc(C)c(C)c4)sc3n2)cc1

Molecules above that contain a CF3 group:
ROC1-CUL1 inh,molecule
-5,Cc1oc2ccc(O)c(CN3CCCCC3)c2c1C(=O)Nc1cccc(C(F)(F)F)c1
-5,CCC(CC)=C(C#N)C(=O)Nc1cccc(C(F)(F)F)c1
7,COC(=O)C(NNc1ccccc1C)(NC(=O)c1ccccc1F)C(F)(F)F (stereo not given)
2,CN(CC1CCCN(CCc2cccc(C(F)(F)F)c2)C1)C(=O)CCn1cnnn1 (stereo not given)
-4,O=C1NC(c2ccccc2)C(C(=O)c2cccnc2)C(O)(C(F)(F)F)N1 (stereo not given)
-6,Oc1ccc(-c2cn3cc(C(F)(F)F)ccc3n2)cc1
9,CC1=NC(=O)C(NC(=O)c2ccccc2)(C(F)(F)F)C1C#N (stereo not given)

Structures above shown as hits in ROC1-CUL1 inh.
ROC1-CUL1 inh,molecule
96*,CCOc1cc(/C=C2\SC(=Nc3ccc(Cl)cc3)NC2=O)cc(Cl)c1OCC(=O)O
94*,Cc1ccc(-c2nn3c(N)c(C#N)nnc3c2Cl)cc1

The list is partial (hit frequency here may not be typical).
